# Assay outcomes deposited in PubChem by National Center for Advancing Translational Sciences (NCATS).
# D1 ag: human D1 receptor agonism; activation, % at 2 µM; P21728; HEK293 T-REx D1 cells, calcium flux, agonist mode; 1% of 360,000 active; in the data active means activation above about 30%; further: 0% is about no effect
# Target sequence (P21728 whole entry, looked up): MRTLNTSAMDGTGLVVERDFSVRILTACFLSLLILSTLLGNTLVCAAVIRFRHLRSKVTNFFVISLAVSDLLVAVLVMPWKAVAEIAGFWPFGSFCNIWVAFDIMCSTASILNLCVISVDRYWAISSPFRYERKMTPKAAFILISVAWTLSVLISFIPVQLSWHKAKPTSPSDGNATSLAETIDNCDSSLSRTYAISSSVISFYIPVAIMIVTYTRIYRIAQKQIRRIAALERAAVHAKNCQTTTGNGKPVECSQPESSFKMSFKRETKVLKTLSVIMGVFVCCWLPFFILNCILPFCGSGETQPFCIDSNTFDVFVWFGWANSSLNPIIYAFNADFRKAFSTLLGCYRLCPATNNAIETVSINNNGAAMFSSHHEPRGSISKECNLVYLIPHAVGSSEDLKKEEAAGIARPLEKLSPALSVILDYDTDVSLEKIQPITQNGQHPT
#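 Agonism was scored from calcium flux recorded over 180 s (1 read/s) after pintool compound addition, following a 10-cycle baseline. Cells were inducible force-coupled HEK293 TREx D1, plated overnight at 30 C and loaded with no-wash calcium dye.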
# TRHR enhancer: allosterically enhances the human TRH receptor | 0.66% of 360,000 active | enhancement, % at 2 µM | TRHR cells, fluo-8 calcium fluorescence, EC20 TRH enhancement; in the data active means enhancement above about 30%; further: 0% is about no effect
#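 TRHR-expressing cells loaded with fluo-8 calcium dye were read kinetically (ex 480/em 530) during compound addition, then stimulated with an EC20 of TRH (10 nM final). Enhancement of the Gq-mediated intracellular calcium response was scored.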
# TRHR agonist: activates the human TRH receptor | P34981 | TRHR cells, calcium flux fluo-8, FDSS agonist mode | activation, % at 2 µM | 0.18% of 360,000 active; in the data active means activation above about 30%; further: 0% is about no effect
#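 Fluo-8-loaded TRHR cells; 10 s baseline, compound added, kinetic Ca2+ fluorescence read 1/s, agonist mode.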
# Anesthetic bind: candidate novel general anesthetic via apoferritin binding; apoferritin/1-aminoanthracene competitive binding, fluorescence; P02791; Potency, µM (doses to about 77.5 µM), without a hit: at the top dose activity change, negative = displacement, hits mostly inhibitors; 0.074% of 350,000 active; AID 485281; further: potency means the concentration at half of the fitted maximal effect; on the % scale 0 is the no-effect control and ±100 the full control effect; nearly all actives have a fitted effect of over 20% in size
# Target sequence (P02791 2-175 limits assumed): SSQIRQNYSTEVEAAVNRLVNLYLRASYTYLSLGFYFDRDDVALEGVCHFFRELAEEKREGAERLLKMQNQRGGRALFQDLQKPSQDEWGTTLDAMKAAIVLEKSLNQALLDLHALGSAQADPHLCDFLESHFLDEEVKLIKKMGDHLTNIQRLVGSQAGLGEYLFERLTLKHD
#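 Horse-spleen apoferritin (10 uM) was mixed with 50% saturated 1-aminoanthracene in PBS, exposed to compounds for 10 min at room temperature, and read for fluorescence (ex 380 nm, em 535 nm). Competitive displacement was fitted with a four-parameter Hill equation.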
# RXFP1 antag: antagonists of human relaxin receptor RXFP1. Q9HBX9. HEK293-RXFP1, relaxin-stimulated cAMP HTRF, 30 min; stronger effect = lower value. activity change, negative = inhibition, % at 57.5 µM. 0.59% of 350,000 active;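 active means activity change of -60% or lower, but not beyond a set lower limit; inconclusive means change between -60% and -40%, or beyond the set limit; inactive means change above -40%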; further: on the % scale 0 is the no-effect control and ±100 the full control effect
# D1 potentiator: enhances dopamine response at the human D1 receptor; HEK293 TREx D1 cells, calcium flux, dopamine EC20 potentiation; potentiation, % at 10 µM; 0.036% of 360,000 active; in the data active means potentiation above about 30%; further: 0% is about no effect
# D2 potentiator: positively modulates the human D2 dopamine receptor allosterically; HEK293 T-REx D2, calcium flux, EC20 dopamine potentiation; potentiation, % at 10 µM; 0.34% of 340,000 active;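 active means potentiation over 3 SD above the plate norm, cut at about 30% in these data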; further: 0% is about no effect
# Target sequence (P14416 whole entry, looked up): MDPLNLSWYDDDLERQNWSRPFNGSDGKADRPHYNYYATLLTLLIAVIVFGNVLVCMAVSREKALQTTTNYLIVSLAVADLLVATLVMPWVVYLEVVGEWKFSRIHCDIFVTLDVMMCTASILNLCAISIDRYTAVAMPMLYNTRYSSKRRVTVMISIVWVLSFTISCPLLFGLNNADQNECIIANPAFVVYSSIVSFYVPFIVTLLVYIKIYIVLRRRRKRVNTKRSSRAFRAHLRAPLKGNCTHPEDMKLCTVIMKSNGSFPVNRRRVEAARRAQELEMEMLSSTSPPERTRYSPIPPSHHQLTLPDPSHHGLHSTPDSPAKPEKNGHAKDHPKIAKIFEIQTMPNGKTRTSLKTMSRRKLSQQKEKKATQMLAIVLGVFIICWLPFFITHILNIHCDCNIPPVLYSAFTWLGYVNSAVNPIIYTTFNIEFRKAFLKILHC
#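 Cells plated with tetracycline inducer and held overnight at 30 C; calcium dye loaded 30–90 min at room temperature; baseline taken, compound added and read 180 s; EC20 dopamine then added and read 180 s.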
# RXFP1 ag: activates the human relaxin receptor RXFP1; Q9HBX9; HEK293T-RXFP1 cAMP TR-FRET, 30 min; response scale: percent of porcine relaxin response, buffer zero; Potency, µM (series often up to 57.5 µM), without a hit: at the top dose activation, hits mostly activators; 0.3% of 370,000 active; AID 2676; further: potency means the concentration at half of the fitted maximal effect; on the % scale 0 is the no-effect control and ±100 the full control effect; nearly all actives have a fitted effect of over 60% in size; many of its hits are not listed in these tables
#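 Agonist response is measured as cAMP accumulation in an RXFP1-transfected HEK293T line under PDE4 inhibition. Values are scaled between buffer-only and 29 nM porcine relaxin, and EC50s come from standard Hill equation fits.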
# D1 antag: human D1 dopamine receptor antagonism | P21728 | HEK293 TREx D1 cells, calcium flux, dopamine EC80; stronger effect = lower value | activity change, negative = inhibition, % at 10 µM | 3.2% of 360,000 active; in the data active means activity change below about -30%; further: on the % scale 0 is the no-effect control and ±100 the full control effect
#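 Inducible Hek293 Trex D1 cells (tetracycline, overnight, 30 C). Calcium dye 30–90 min RT. Antagonist mode: EC80 dopamine added after 180 s compound read.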
# The depositor's hits bear a star; ? = inconclusive; / = not tested or not shown; & = joins results of further samples. Unless noted, the call rests on the fitted dose curve; in most records, active means well fitted curve in the direction sought with a large enough effect; inconclusive means small, poorly fitted or top-dose-only effect, or another doubt; inactive means no such curve, though single readings can be large; an effect the other way counts as inactive or inconclusive. This is a subset; rates above refer to the full screens.
nr	Molecule	D1 ag	TRHR enhancer	TRHR agonist	Anesthetic bind	RXFP1 antag	D1 potentiator	D2 potentiator	RXFP1 ag	D1 antag
1	COc1ccc(-c2nnc(SCc3ccc(C(=O)O)cc3)o2)cc1OC	2.4	-3.2	-0.1	0.0%	5.6	-18.9	-8.4	1.2%	9.8
2	COc1ccc(C2(CNC(=O)c3ccccc3[N+](=O)[O-])CCOCC2)cc1	6.8	-1.8	0.3	?	-13.3	5.4	8.0	-2.0%	0.8
3	Cc1ccc(S(=O)(=O)Nc2cccc(Oc3cnccn3)c2)cc1	10.8	8.4	1.8	-15.3%	1.7	1.3	-7.6	0.8%	-7.5
4	O=C(Cn1cnc2c(nnn2Cc2ccccc2)c1=O)NCC1CCCO1 (centres undefined)	1.7	-0.3	0.2	4.7%	1.1	-8.8	-1.6	16.4%	2.2
5	Cc1ccc(CSc2nnc(-c3ccccn3)n2C)cc1	-0.1	7.1	-0.2	-11.5%	13.4	2.8	-2.9	1.0%	1.1
6	Cc1ccccc1CN1CCN(Cc2cc3ccccc3o2)CC1CCO (centres undefined)	1.7	3.9	0.1	-8.9%	4.3	9.2	7.8	-2.9%	-0.3
7	COc1cc(S(=O)(=O)Nc2ccccc2)ccc1N=Cc1c(C)[nH]n(-c2ccc(C)cc2)c1=O	0.4	-2.4	-0.7	-10.6%	/	-4.4	7.0	-0.3%	-9.9
8	CCS(=O)(=O)N1CCN(CC(=O)NC2CCCCC2)CC1	0.8	5.6	-0.1	-2.9%	-8.4	-6.6	7.2	0.4%	9.5
9	Cc1ccccc1NC(=O)Cc1cccc(C(F)(F)F)c1	0.9	5.2	0.0	-13.2%	-1.1	11.7	0.5	0.0%	4.3
10	CN(CCC#N)S(=O)(=O)c1ccc2[nH]cc(C(=O)NCCc3ccccc3)c(=O)c2c1	2.6	1.4	0.3	-10.0%	-2.0	-1.2	-0.9	4.3%	-15.6
11	CCCCn1c(N)c(N(CCOC)C(=O)c2oc3ccc(OCC)cc3c2C)c(=O)[nH]c1=O	0.0	1.5	0.3	/	4.0	-7.9	3.2	1.4%	-1.9
12	Cc1ccc(C(=O)OC(C)C(=O)Nc2ccc(Cl)cn2)s1 (centres undefined)	1.6	-2.7	-0.4	/	-4.9	-6.8	-6.5	-2.2%	-15.2
13	O=C(CC(c1ccccc1)c1cc(Cl)ccc1O)N1CCCC1 (centres undefined)	3.3	-1.4	-0.3	-8.3%	-15.0	-0.8	-0.9	-1.2%	-14.1
14	CCOC(=O)c1cc(-c2ccc(C)cc2)n(CC(=O)Nc2ccc(OC)cc2OC)c1C	4.8	7.9	0.6	-7.5%	/	3.0	7.2	-0.7%	6.1
15	Cc1cccc(CNC(=O)C2CCC(=O)N(C3CC3)C2)c1 (centres undefined)	5.9	7.3	-0.4	-0.2%	1.7	-2.0	52.1*	-2.0%	-0.6
16	Cc1cc(OCC(=O)Nc2ccc(CN3CCCCC3)cc2)ccc1Cl	15.4	-6.8	1.6	-13.5%	-12.9	-10.5	-6.5	-0.6%	/
17	C#CCOCCOCCOCCNc1nc(N2CCN(C(=O)[C@H](CCCCN)n3cc(C(N)CO)nn3)CC2)nc(N2CCN(C(=O)[C@H](CCC(=O)O)n3cc(C(N)Cc4ccc(O)cc4)nn3)CC2)n1 (some centres undefined)	1.5	2.0	-0.5	4.5%	/	1.4	6.2	6.1%	1.3
18	O=C1CC(=O)Nc2cc(S(=O)(=O)Nc3cccc(C(F)(F)F)c3)ccc2N1	3.6	0.6	0.2	-5.3%	-10.5	-0.6	1.3	3.5%	3.6
19	Cc1ccc(OC(=O)c2ccccc2P(=O)(O)O)cc1	3.9	-2.5	0.0	-2.6%	-3.4	-7.3	-3.0	?	-6.8
20	O=C(Oc1ccc(Br)cc1C(=S)N1CCOCC1)c1ccc([N+](=O)[O-])cc1[N+](=O)[O-]	-2.3	35.8*	0.2	-3.9%	-11.2	8.9	37.5*	0.7%	-4.0

# Of the compounds above, two contain a nitro group on carbon:
nr	Molecule	D1 ag	TRHR enhancer	TRHR agonist	Anesthetic bind	RXFP1 antag	D1 potentiator	D2 potentiator	RXFP1 ag	D1 antag
2	COc1ccc(C2(CNC(=O)c3ccccc3[N+](=O)[O-])CCOCC2)cc1	6.8	-1.8	0.3	?	-13.3	5.4	8.0	-2.0%	0.8
20	O=C(Oc1ccc(Br)cc1C(=S)N1CCOCC1)c1ccc([N+](=O)[O-])cc1[N+](=O)[O-]	-2.3	35.8*	0.2	-3.9%	-11.2	8.9	37.5*	0.7%	-4.0

# Further records:
nr	Molecule	D1 ag	TRHR enhancer	TRHR agonist	Anesthetic bind	RXFP1 antag	D1 potentiator	D2 potentiator	RXFP1 ag	D1 antag
21	CCOc1ccc(CCNC(=O)c2cc(=O)[nH]c3ccc(S(=O)(=O)N(CC)CC)cc23)cc1OCC	3.1	3.9	-0.4	-2.9%	-7.8	-4.0	19.3	3.0%	14.1
22	Cc1[nH]n(-c2ccccc2)c(=O)c1C(=O)c1ccc(Cl)cc1	0.0	-0.7	0.1	1.9%	-24.3	12.6	10.0	-1.3%	-10.6
23	Cc1ccc(C)c(NC(=O)CSc2nc3nc(-c4cccs4)cc(C(F)(F)F)c3c(=O)[nH]2)c1	4.1	-21.7	-1.1	-1.0%	-1.1	-2.8	5.2	?	-9.3
24	O=C1NC[C@H](CC2CCCCC2)N(CC2CCCCC2)C1=O	-0.1	12.1	0.2	/	/	-1.8	-1.4	0.9%	26.5
25	COc1ccc2c(C)c(CCC(=O)NCc3ccccc3OC)c(=O)oc2c1	1.8	-0.7	-0.7	-0.9%	-6.4	-2.0	-12.4	1.0%	-9.3
26	O=C(NCCc1ccccc1)C1CCCN(c2cnccn2)C1 (centres undefined)	2.3	14.2	-1.1	13.1%	-9.7	4.8	11.1	1.5%	7.3
27	Cc1cc(C)c(NC(=O)Cn2nnc(-c3ccccc3)n2)c(C)c1	-0.8	0.2	-0.2	-3.5%	/	1.1	2.2	1.3%	-6.5
28	NC(=O)c1c(N)sc2c1CCCC2	1.9	4.1	0.5	1.8%	/	0.7	-9.4	0.6%	-6.5
29	CC1=NC(C(F)(F)F)(C(F)(F)F)C(C#N)=C(C)N1	3.6	1.3	0.5	-5.5%	13.3	-2.8	3.0	0.1%	2.8
30	CCCn1c(CC)nc([N+](=O)[O-])c1Sc1ccc(F)cc1	4.8	8.1	-0.7	-12.9%	17.5	-3.9	7.8	1.9%	-20.6
31	Cc1ccc(C(=O)N/C(=C\c2cn(S(=O)(=O)N(C)C)c3ccccc23)C(=O)NCCCN2CCOCC2)cc1	0.1	-1.7	-0.2	-0.9%	13.8	-6.0	-1.5	-4.1%	-0.4
32	CCCc1nc2oc3c(NCCOCCO)ncnc3c2c2c1COC(C)(C)C2	5.1	8.5	-0.2	-4.6%	-3.3	0.2	3.1	2.1%	8.5
33	O=C(CS(=O)c1cccc(Cl)c1)Nc1ccccc1Cl (centres undefined)	2.5	21.1	0.1	-17.7%	-12.3	-10.2	-8.4	1.5%	0.2
34	CC1CSc2nc3sc4c(c3c(=O)n21)CCCC4 (centres undefined)	-1.2	1.1	-0.3	-14.9%	-9.2	7.2	2.3	-0.2%	0.4
35	Cc1ccccc1NC(=O)Cc1nc(COC(=O)c2ccccn2)cs1	1.1	-7.7	0.0	/	3.1	1.2	-1.9	1.3%	9.7
36	Cc1ccc(C)c(-n2c(CNC(=O)c3ccco3)nnc2SCC(=O)Nc2nnc(C)s2)c1	2.8	0.5	0.5	-8.1%	4.5	3.5	5.9	2.0%	-18.9
37	Cc1nc2sc(C(c3ccccc3)N3CCN(c4ccccc4F)CC3)c(O)n2n1 (centres undefined)	2.4	0.7	-0.5	-2.9%	-1.2	-2.1	-2.4	0.5%	-1.3
38	COc1ccc(-c2nc(CS(=O)(=O)CC(=O)NCCc3cc(OC)ccc3OC)c(C)o2)cc1	4.9	3.8	-0.5	-8.7%	-0.5	-2.0	2.5	10.4%	-3.8
39	C#Cc1ccc([C@H]2C=C(C(=O)NC3CC3)O[C@@H](OCC)[C@@H]2CCCO)cc1	-5.4	5.0	-0.6	-0.1%	/	0.9	14.0	-0.7%	3.0
40	Nc1nc(-c2cc(-c3ccccc3)no2)cs1	3.7	0.7	0.2	-16.4%	-3.5	0.3	-4.2	0.3%	-1.9
41	CC(=O)N1CCN(S(=O)(=O)c2ccc(S(=O)(=O)NCC(C)C)cc2)CC1	3.2	1.1	0.7	-0.9%	-1.2	-0.3	-5.6	-0.3%	-3.3
42	COCC(C)NC(=O)c1cccc(Cl)c1 (centres undefined)	0.6	-14.5	0.4	-6.4%	4.2	1.4	7.3	2.1%	0.5
43	CC(=O)c1cccc(NC(=O)c2cc(=O)c3ccccc3o2)c1	-1.8	-2.4	0.1	-4.4%	1.4	7.0	4.0	?	0.6
44	C[C@H](NC(=O)c1ccc2c(c1)OCO2)c1nnc2ccccn12	2.5	1.0	0.5	-1.5%	7.3	3.6	4.2	14.5%	-6.7
45	O=C(NC1CCSc2ccccc21)c1ccc([N+](=O)[O-])cc1 (centres undefined)	0.4	-6.1	-0.7	-15.7%	3.0	-0.5	1.1	1.3%	-1.8
46	CC(C)=N/N=C(\c1cccc([N+](=O)[O-])c1)C12CN3CN(CN(C3)C1)C2	-0.4	29.7	0.2	-5.0%	-4.8	-1.2	7.9	1.6%	-4.0
47	O=C(COc1ccccc1)Nc1nnc(S(=O)(=O)N2CCCCCC2)s1	9.0&0.8	2.3&7.8	-0.7&0.0	-19.8%&-1.9%	-9.2	1.6&-0.8	-27.0&2.0	1.1%&-4.6%	-2.5&-0.3
48	CCc1c(C)nc2ncnn2c1N1CCC(C(=O)NCc2cccc(OC)c2)CC1	1.2	-0.2	-1.7	-0.7%	6.3	-6.3	5.7	3.0%	-16.6
49	CCOC(=O)c1c(/N=C/c2cc(OC)cc([N+](=O)[O-])c2O)sc(C)c1C	1.4	-4.5	-1.5	-1.9%	-6.4	-6.5	-2.9	0.0%	-10.4
50	O=C(Nc1cc(S(=O)(=O)N2CCOCC2)ccc1Cl)C(=O)c1c(-c2ccccc2)cc2ccccn12	0.5	1.7	0.0	-23.5%	-5.0	-1.8	-7.2	2.5%	/
51	COc1ccc(C(C)=O)c2c(O)cccc12	0.3	-2.0	-0.6	?	16.5	-3.2	-1.2	0.6%	0.6
52	C=CCn1cc(C(=O)NCCCN(CC)CC)c(=O)c2cc(S(=O)(=O)N3CCC(C)CC3)ccc21	1.8	8.7	-0.2	-9.9%	3.6	-19.6	/	3.4%	8.6
53	N=C1C(c2nc3ccccc3s2)=C(O)CN1Cc1ccccc1	-2.2	-1.0	-0.3	0.8%	-0.3	3.9	-15.7	12.2%	6.2
